Source: PubChem
NR2F2 inh – NR2F2 transcriptional activity inhibitors, primary screen, cell-based, luciferase reporter, HEK293T, luminescence; HEK293T NGFI-A luciferase reporter; inhibition, % at 8.6 µM; actives 0.7% (n = 370,000);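 active = inhibition above a per-plate cutoff, mean inhibition of test wells between control levels plus 3 SD, cut at about 38% in these data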;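 also: cells cotransfected with COUP-TFII expression vector driving the NGFI-A reporter; 0% = median of COUP-TF2 test wells and 100% = reporter-only cells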
Target sequence (P24468 whole entry, looked up): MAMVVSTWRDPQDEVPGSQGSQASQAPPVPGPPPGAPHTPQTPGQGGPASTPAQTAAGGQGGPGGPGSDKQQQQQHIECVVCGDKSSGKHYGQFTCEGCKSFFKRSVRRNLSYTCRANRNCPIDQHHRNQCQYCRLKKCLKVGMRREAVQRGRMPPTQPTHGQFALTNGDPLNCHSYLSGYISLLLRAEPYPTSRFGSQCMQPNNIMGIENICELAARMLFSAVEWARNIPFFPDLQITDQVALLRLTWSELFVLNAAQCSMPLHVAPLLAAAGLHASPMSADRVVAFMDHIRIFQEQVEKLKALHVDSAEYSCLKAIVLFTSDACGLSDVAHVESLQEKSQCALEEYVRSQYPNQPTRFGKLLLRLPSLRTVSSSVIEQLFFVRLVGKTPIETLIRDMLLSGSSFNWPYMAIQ
CF NFkB inh – inhibitors of PAF-induced NF-kB signaling, primary screen, cell-based, GFP fluorescence, uHTS; inhibition, % at 5 µM; KKLEB NF-kB-GFP reporter, GFP fluorescence overnight; actives 0.86% (n = 360,000);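 active = at least 50% inhibition at 5 µM, scaled per plate between neutral and stimulator controls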;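 also: PAF is a Pseudomonas aeruginosa culture filtrate used as stimulus; plate controls were PAF-stimulated DMSO wells for no effect and unstimulated DMSO wells for full effect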
TROY NFkB inh – inhibitors of TROY-driven NF-kB signaling, primary screen, Q293 LMP1-TROYcd cells, NF-kB luciferase, uHTS; Q293 LMP1-TROYcd NF-kB luciferase reporter, 4 h; inhibition, % at 10 µM; actives 0.98% (n = 360,000);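 active = compounds whose plate-normalised and pattern-corrected inhibition of the luciferase reporter signal at the single screening dose is 50% or more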
SRC3 inh – SRC3 coactivator transcriptional activity inhibitors, primary screen, cell-based, luminescence; inhibition, % at 3.6 µM; HEK293 GAL4-SRC3 luciferase reporter; AID 588352, 2011; actives 0.17% (n = 360,000); Nuclear receptor coactivator 3 (Homo sapiens), Q9Y6Q9;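 active = inhibition above a per-campaign cutoff, the mean of all compounds plus 3 SD, cut at about 60% in these data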;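 also: 0% = DMSO-treated cells and 100% = gossypol-treated cells at 36 µM; higher means less SRC3-driven luciferase light from the GAL4 reporter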
Shn3 inh set2 – reduction of Shn3 3'UTR firefly luciferase signal, primary screen, Schnurri-3 inhibitor project, cell-based, Clone20 osteoblasts, set 2 | actives 0.52% (n = 360,000) | Clone20 osteoblast Shn3 3'UTR firefly luciferase, 24 h | inhibition, % at 12.5 µM;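 active = mean inhibition of at least 75% with every replicate also reaching 75%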;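 also: 0% = median of neutral control wells and 100% = pilot-screen positive control compound; some compounds past the cut are filed as inactive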
KKLEB tox – cytotoxicity in KKLEB CF airway cells, primary screen, cytotoxicity control for CF NF-kB inhibitor project, cell-based, uHTS, fluorescence assay plates; KKLEB CF airway cells viability, ATPlite luminescence, overnight; stronger effect = lower value; cells stimulated with P. aeruginosa culture filtrate; activity change (cytotoxicity), % at 5 µM; actives 0.36% (n = 360,000);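 active = corrected activity change at or below -50% at 5 µM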
TWEAK Fn14 block – inhibitors of TWEAK-Fn14 signaling, primary screen, luciferase reporter cells, uHTS; TWEAK-stimulated Fn14 reporter cells, luciferase luminescence, 8 h; inhibition, % at 10 µM; actives 2% (n = 360,000); in the data active = inhibition above about 50%
C8 TRAIL sens – viability loss with TRAIL in NB7+C8 cells, primary screen, TRAIL sensitizer project, cell-based, ATPlite luminescence; inhibition (viability loss, TRAIL sensitization), % at 10 µM; actives 1% (n = 360,000);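 active = compounds causing at least 50% loss of cell viability in the single-dose screen, relative to plate controls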
EBV LMP1 NFkB – EBV LMP1-driven NF-kappaB luciferase reporter inhibitors, primary screen, cell-based, luminescence, single point. inhibition, % at 12.5 µM. actives 0.69% (n = 350,000). LMP1-induced NF-kappaB luciferase reporter cells. AID 504558, 2011; in the data active = inhibition above about 41%;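 also: 0% = neutral control wells and 100% = reference inhibitor control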
LRH-1 inv ag – LRH-1 (NR5A2) inverse agonists, primary screen, cell-based, luminescence, HEK293T, StAR-luciferase reporter; Nuclear receptor subfamily 5 group A member 2 (Homo sapiens), O00482; LRH-1 transfected, 24 h; inhibition, % at 3.6 µM; actives 0.13% (n = 360,000);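 active = inhibition above the mean inhibition of all tested compounds plus 3 SD, cut at about 73% in these data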;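 also: 0% = DMSO wells and 100% = reporter-only cells lacking LRH-1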
Target sequence (O00482 whole entry, looked up): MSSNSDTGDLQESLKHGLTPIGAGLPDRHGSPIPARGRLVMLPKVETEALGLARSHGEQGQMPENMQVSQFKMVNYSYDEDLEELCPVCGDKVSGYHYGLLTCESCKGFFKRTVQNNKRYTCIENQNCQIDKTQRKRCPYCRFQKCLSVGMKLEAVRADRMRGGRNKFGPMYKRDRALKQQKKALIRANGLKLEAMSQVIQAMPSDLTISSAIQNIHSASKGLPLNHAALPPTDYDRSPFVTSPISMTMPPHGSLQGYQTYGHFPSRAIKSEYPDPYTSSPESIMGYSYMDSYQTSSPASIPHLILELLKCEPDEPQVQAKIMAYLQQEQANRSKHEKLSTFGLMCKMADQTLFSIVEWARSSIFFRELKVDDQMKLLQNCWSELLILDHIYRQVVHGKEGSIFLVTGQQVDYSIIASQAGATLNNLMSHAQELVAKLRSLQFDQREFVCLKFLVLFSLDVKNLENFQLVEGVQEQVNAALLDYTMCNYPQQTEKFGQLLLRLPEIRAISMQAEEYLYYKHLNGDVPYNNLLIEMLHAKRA
NCOA1 inh – SRC1 coactivator transcriptional activity inhibitors, primary screen, cell-based, luminescence; HEK293 GAL4-SRC1 luciferase reporter; inhibition, % at 3.6 µM; actives 0.12% (n = 360,000);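 active = inhibition above the campaign mean plus 3 SD, with each screening campaign given its own cutoff, cut at about 60% in these data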;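 also: 0% = DMSO treated cells and 100% = gossypol at 36 µM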
Starred values were filed as active, the others as inactive; nt = not tested or not shown; & = joins results of further samples.

molecule	NR2F2 inh	CF NFkB inh	TROY NFkB inh	SRC3 inh	Shn3 inh set2	KKLEB tox	TWEAK Fn14 block	C8 TRAIL sens	EBV LMP1 NFkB	LRH-1 inv ag	NCOA1 inh
Cc1ccc2c(c1)N(CC(=O)N1CCCC1)C(=O)C(C)O2 (stereo unspecified)	2	5	18	-1	14	4	-2	11	11	-7	-9
C[C@H](CO)N1C[C@H](C)[C@@H](CN(C)C(=O)C2CC2)OCc2cnnn2CCCC1=O	-9	0	-10	-15	0	-1	0	-3	2	0	9
CC(C)(CNS(=O)(=O)c1ccc2ccccc2c1)N1CCOCC1	-7	31	4	8	11	0	18	0	-4	1	-1
COc1ccc(C2CC(=O)n3nc(C45CC6CC(CC(C6)C4)C5)nc3S2)cc1OC (stereo unspecified)	0	-2	19	15	14	9	6	4	-4	-1	-41
COCCOC(=O)c1c(C)oc2ccc(O)c(CN3CCC(C)CC3)c12	-2	16	2	13	36	-24	-17	8	6	14	-20
Fc1cccc2sc(Nc3nnc(-c4ccccc4)o3)nc12	-51	-2	-47	-107	-18	4	103*	53*	-4	-60	-118
Cc1cccc(C(=O)N/C(=C\c2ccco2)C(=O)N2CCCC2)c1	16	10	2	1	-37	-6	-6	1	2	0	5
Cc1onc(-c2ccccc2)c1C(=O)N/N=C/c1ccc(Br)cc1	6	3	-8	-17	14	6	17	10	10	17	12
CC(=O)/C(N)=N/Nc1cccc(Cl)c1	-4	21	10	8	0	-2	-12	-3	-2	25	-5
COc1ccc(Cl)cc1NC(=S)N(Cc1ccc(C(=O)O)cc1)Cc1ccc(OC)c(OC)c1	14	-24	-1	8	-23	10	14	-5	2	20	-6
CC1CCN(C(=O)CCc2nnc3ccc(NCCCN4CCCC4=O)nn23)CC1	1	6	-11	21	3	-11	-2	2	0	-14	16
CC(C)(c1ccccc1)c1ccc(OCCN2CCCC2)cc1	5	11	-3	-4	5	-29	-17	17	-2	-5	-6
CN(Cc1ccccc1)S(=O)(=O)c1ccc(OCC(=O)NCc2ccncc2)cc1	-10	6	-14	9	-4	-5	8	1	8	0	10
COc1cc(NC(=O)CN2CCN(C(=O)c3ccco3)CC2)c(C)cc1[N+](=O)[O-]	3	-12	16	5	-9	-9	5	-7	-3	7	-7
COc1cc(OC)c(C2C3=C(CCCC3=O)Nc3nc4ccccc4n32)cc1OC (stereo unspecified)	-1	-8	8	0	6	3	6	3	-9	-2	11
CCOC(=O)c1c(CC(C)C)csc1NC(=O)COC(=O)c1cc(OC)c(OC)cc1[N+](=O)[O-]	11	47	15	16	35	-34	1	22	-2	14	3
Cc1nn(C)c(C)c1CN(C)C(=O)C1(C)CC1(Br)Br (stereo unspecified)	9	-6	3	8	-5	4	-8	-4	2	10	-20
Cc1nn(CC(=O)NCc2ccc(-n3cccn3)cc2)c(C)c1[N+](=O)[O-]	-11	9	7	15	20	-4	-4	-7	3	10	1
Cc1nc2ccccc2n1Cc1ccccc1Br	41*	8	20	7	19	0	21	4	13	18	11
O=C(CN1C(=O)NC2(CCCCCCC2)C1=O)Nc1c(Cl)cccc1Cl	-7	-5	-4	17	19	-5	-4	0	-1	-9	6
COc1ccccc1-c1oc2ccccc2c1C#CC1(O)CCCCC1	-5	0	6	-6	-9	-1	-2	-1	-16	-10	-1
COc1cc([N+](=O)[O-])ccc1NC(=O)Cc1ccc(C)cc1	1	-23	-2	-13	-4	9	-4	-1	2	-18	13
CC(C)(C)n1ncc2c(=O)n(Cc3cccc(Cn4cnc5c(cnn5C(C)(C)C)c4=O)c3F)cnc21	-16	16	48	-11	89*	2	82*	28	18	-7	-3
COc1ccccc1N1CCN(S(=O)(=O)c2ccc3c(c2)CC(C)N3C(C)=O)CC1 (stereo unspecified)	-3	-39	7	11	11	13	-12	6	-1	12	-12
CCCOc1ccc(C(=O)Nc2ccc(N3CCN(C(C)=O)CC3)cc2)cc1	2	7	2	-1	-1	3	18	4	0	-10	-16
CN(C(=O)N1CCN(S(=O)(=O)c2ccccc2)CC1)c1ccccc1	12	12	-25	5	-17	4	5	-3	0	-4	0
CCOC(=O)c1cc(C)n(-n2cnnc2)c1C	-3	0	-22	13	-17	2	-2	-6	0	-5	-5
O=C(c1cc2c(cc1Br)OCCCO2)N1CCCCC1	2	6	6	18	3	-8	-11	-3	4	-3	-13
Cc1nn(C)c(=O)n1N(C)c1ncc(C(F)(F)F)cc1Cl	-28	-4	9	15	-32	-25	6	-6	-2	4	-4
NS(=O)(=O)c1ccc(CCNc2ncnc3sccc23)cc1	53*	8	20	15	72	7	15	15	17	33	20

Four of the compounds above, as labelled records:
CCCOc1ccc(C(=O)Nc2ccc(N3CCN(C(C)=O)CC3)cc2)cc1
  NR2F2 inh = 2	CF NFkB inh = 7	TROY NFkB inh = 2	SRC3 inh = -1	Shn3 inh set2 = -1	KKLEB tox = 3	TWEAK Fn14 block = 18	C8 TRAIL sens = 4	EBV LMP1 NFkB = 0	LRH-1 inv ag = -10	NCOA1 inh = -16
CN(C(=O)N1CCN(S(=O)(=O)c2ccccc2)CC1)c1ccccc1
  NR2F2 inh = 12	CF NFkB inh = 12	TROY NFkB inh = -25	SRC3 inh = 5	Shn3 inh set2 = -17	KKLEB tox = 4	TWEAK Fn14 block = 5	C8 TRAIL sens = -3	EBV LMP1 NFkB = 0	LRH-1 inv ag = -4	NCOA1 inh = 0
CCOC(=O)c1cc(C)n(-n2cnnc2)c1C
  NR2F2 inh = -3	CF NFkB inh = 0	TROY NFkB inh = -22	SRC3 inh = 13	Shn3 inh set2 = -17	KKLEB tox = 2	TWEAK Fn14 block = -2	C8 TRAIL sens = -6	EBV LMP1 NFkB = 0	LRH-1 inv ag = -5	NCOA1 inh = -5
O=C(c1cc2c(cc1Br)OCCCO2)N1CCCCC1
  NR2F2 inh = 2	CF NFkB inh = 6	TROY NFkB inh = 6	SRC3 inh = 18	Shn3 inh set2 = 3	KKLEB tox = -8	TWEAK Fn14 block = -11	C8 TRAIL sens = -3	EBV LMP1 NFkB = 4	LRH-1 inv ag = -3	NCOA1 inh = -13

Next structures
molecule	NR2F2 inh	CF NFkB inh	TROY NFkB inh	SRC3 inh	Shn3 inh set2	KKLEB tox	TWEAK Fn14 block	C8 TRAIL sens	EBV LMP1 NFkB	LRH-1 inv ag	NCOA1 inh
O=C(NNc1nc(-c2ccccc2)cs1)c1ccc(F)cc1	7	8	-18	9	-6	-4	-12	-6	2	15	-18
O=C(CSc1ccc2nnc(-c3ccncc3)n2n1)Nc1ccc2c(c1)OCCO2	4	-14	8	-2	-8	-7	-3	3	3	23	-1
CC(NC(=O)NC12CC3CC(CC(C3)C1)C2)c1ccc2c(c1)OCO2 (stereo unspecified)	4	-12	-13	-6	18	15	-11	1	-7	10	8
COc1ccc2c(c1)C(=NO)c1cc(OC)ccc1-2	1	-7	-25	-14	-14	8	14	0	3	-32	-7
O=C(O)CC(c1ccc(Cl)cc1)N1C(=O)CCC1=O (stereo unspecified)	4	-19	3	14	-4	-2	2	-3	-5	-1	-20
Cn1c(=O)c2c(SCc3cccnc3)nc(CC(C)(C)C)nc2n(C)c1=O	-1	10	-8	6	6	-9	4	0	0	1	-1
Cc1ccccc1CN(C)C1CCN(C)CC1	-9	-7	22	0	-9	-3	110*	-5	10	-7	7
Cc1ccc(S(=O)(=O)N(CC(=O)NC2CC2)c2ccc(C)c(Cl)c2)cc1	6	-28	14	-4	-1	14	8	-8	-5	-39	-2
COC(=O)c1c(C(=O)OC)c(-c2ccccc2)n2c1CCC2	nt	14	8	19	-10	-1	1	-9	-3	2	8
CC(C)(O)C#Cc1ccc(N2C(c3ccsc3)=Cc3ccc(F)cc3C2c2c[nH]c3ccccc23)cc1 (stereo unspecified)	-4	nt	-24	nt	nt	nt	13	-18	nt	19	nt
Oc1ccc(Cl)cc1CNCc1ccc(Cl)nc1	-8	22	-4	-32	2	-8	13	4	1	-12	-5
CCOC(=O)C1CCCN(CCC(=O)Nc2cccc(C)c2)C1 (stereo unspecified)	9	-5	-12	4	-10	8	5	-3	-7	8	-27
Cc1ccc(C(O)(C(=O)NNc2ccc3ccccc3n2)c2ccc(C)cc2)cc1	-6&-2	9&-1	14&-2	7&-8	-25&11	-1&-7	12&14	9&9	-2&-1	18&-13	-3&-12
Cc1ccc(S(=O)(=O)N2C(=O)c3cccc4cccc2c34)cc1	10	36	40	8	12	3	47	3	-23	17	-2
CC(C)CCN1CCN=C1N(C)C	8	18	2	-11	1	-14	11	10	3	-20	-4

(continued)
Letter code – A = NR2F2 inh; B = CF NFkB inh; C = TROY NFkB inh; D = SRC3 inh; E = Shn3 inh set2; F = KKLEB tox; G = TWEAK Fn14 block; H = C8 TRAIL sens; I = EBV LMP1 NFkB; J = LRH-1 inv ag; K = NCOA1 inh
CCn1cc(C(=O)NCc2ccc(OC)cc2)c(=O)c2ccc(C)nc21
  A: 0; B: 29; C: -3; D: 0; E: 12; F: -24; G: 10; H: 5; I: 5; J: 18; K: 18

c1csc(-c2nc(NCC3CCCO3)c3ccccc3n2)c1 (stereo unspecified)
  A: 20; B: -12; C: -27; D: 10; E: 14; F: 1; G: 20; H: -5; I: 3; J: 23; K: -23

CCOC(=O)CNC(=O)CN1C(=O)CC(c2ccco2)Sc2ccccc21 (stereo unspecified)
  A: 8; B: 24; C: -27; D: -2; E: -25; F: -3; G: 17; H: -7; I: -3; J: -6; K: -3

C[C@@H]1CN([C@H](C)CO)S(=O)(=O)c2ccc(C#CC3CCCCC3)cc2O[C@H]1CN(C)C(=O)Cc1ccncc1
  A: -6; B: 4; C: 14; D: -8; E: -5; F: -2; G: -16; H: -9; I: -11; J: 9; K: 9

COc1cc(C2/C(=C(\O)c3ccc4c(c3)OCCO4)C(=O)C(=O)N2c2nnc(C)s2)cc(OC)c1OC (stereo unspecified)
  A: -12; B: 7; C: -3; D: -29; E: -4; F: 2; G: -4; H: 4; I: 4; J: 8; K: -4

These rows are one share of the data; the hit share may differ from the screen's.
